Bioassay records deposited in PubChem by several laboratories.
EBNA-1 inh = blocks EBNA-1 binding to DNA; EBNA-1 DNA binding, fluorescence polarization; inhibition, % at 14.8 µM; actives 0.34% (n = 300,000); AID 1950; in the data active = inhibition above about 28%
HCV core dimer = blocks dimerization of HCV core protein; TR-FRET GST/Flag-core106 dimerization, 1536-well; inhibition, % at 5 µM; actives 0.33% (n = 300,000); AID 1899;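 active = inhibition above the mean of all tested compounds plus 3 SD, set per screening campaign, cut at about 45% in these data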
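System: GST/Flag-tagged HCV core106 proteins. Incubation: compound-protein-antibody incubation 4 h at 22.5 °C. Technique: HTRF with 340 nm excitation, 617/671 nm emission. Medium: KF-containing HEPES buffer, pH 7.45, DTT, CHAPS, BSA. Read-out: inhibition (%) from 671 over 617 nm ratio. Also added: Eu(K)-anti-GST 90 ng/mL plus XL665-anti-Flag 1 µg/mL.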
TPT1 inh = blocks Candida albicans tRNA 2'-phosphotransferase; recombinant caTPT1, FP RNA substrate dephosphorylation; inhibition, % at 5 µM; actives 0.81% (n = 300,000);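 active = inhibition above the mean of all tested compounds plus 3 SD, set per screening campaign, cut at about 24% in these data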;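 note: plate controls were DMSO alone for no effect and ferristatin control at 100 nM for full effect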
CTSL1 counter = blocks F. hepatica cathepsin L1 in PFM18AAP counter-screen | recombinant F. hepatica cathepsin L1, Z-Leu-Arg-MCA fluorescence | inhibition, % at 5.96 µM | actives 0.49% (n = 300,000);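 active = inhibition above the mean of all tested compounds plus 3 SD, set per screening campaign, cut at about 17% in these data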;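 note: 0% = plate median of test compound wells and 100% = 1 µM Z-Phe-Ala-diazomethylketone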
PP5 primary = PP5 (human) phosphatase inhibition | actives 0.18% (n = 320,000) | purified PP5c, OMFP substrate fluorescence | P53041 | inhibition, % at 6.7 µM;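 active = inhibition above the campaign's mean inhibition across all tested compounds plus 3 SD, cut at about 9.5% in these data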;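 note: 0% = DMSO only and 100% = 100 µM cantharidin control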
Efflux pump inh = inhibitors of Candida antifungal efflux pumps expressed in yeast; S. cerevisiae Candida pump triplex, Nile Red efflux; inhibition, % at 10 µM; actives 0.44% (n = 330,000); AID 485275;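 active = plate passing quality check with inhibition over a set limit, or well fluorescence over plate mean plus 4 SD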;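 note: Nile Red retained in pooled yeast measured as flow cytometry median fluorescence; 0% = buffer negative control and 100% = Enniatin B positive control; higher means more Nile Red kept so more efflux inhibition; some compounds called inactive have numbers as strong as hits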
PREPL inhibitor = human PREPL enzyme inhibition. Q4J6C6. recombinant PREPL, fluorescence polarization activity-based probe. inhibition, % at 5.96 µM. actives 0.68% (n = 320,000). AID 2751; in the data active = inhibition above about 43%;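 note: 0% = enzyme with DMSO and 100% = wells lacking enzyme; many of its hits are not listed in these tables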
Target sequence (Q4J6C6 whole entry, looked up): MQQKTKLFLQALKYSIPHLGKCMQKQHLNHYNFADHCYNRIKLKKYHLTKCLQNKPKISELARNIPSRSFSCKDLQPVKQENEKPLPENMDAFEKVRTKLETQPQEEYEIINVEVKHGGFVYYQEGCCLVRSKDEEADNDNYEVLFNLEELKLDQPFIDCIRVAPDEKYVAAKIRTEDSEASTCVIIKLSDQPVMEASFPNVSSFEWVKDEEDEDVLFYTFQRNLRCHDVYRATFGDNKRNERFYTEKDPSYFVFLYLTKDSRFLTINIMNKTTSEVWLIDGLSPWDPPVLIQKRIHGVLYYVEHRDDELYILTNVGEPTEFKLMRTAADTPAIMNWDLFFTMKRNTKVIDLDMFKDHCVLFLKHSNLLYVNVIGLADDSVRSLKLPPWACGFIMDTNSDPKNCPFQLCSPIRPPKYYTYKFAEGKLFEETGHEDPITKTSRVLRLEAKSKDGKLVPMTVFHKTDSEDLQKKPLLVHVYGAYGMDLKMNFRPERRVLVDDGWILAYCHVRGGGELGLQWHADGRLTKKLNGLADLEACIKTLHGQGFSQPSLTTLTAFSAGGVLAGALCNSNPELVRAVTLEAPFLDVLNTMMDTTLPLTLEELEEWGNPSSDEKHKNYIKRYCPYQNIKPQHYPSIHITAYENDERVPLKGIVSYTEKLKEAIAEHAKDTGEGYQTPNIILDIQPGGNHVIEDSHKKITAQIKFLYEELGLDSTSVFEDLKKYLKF
PP1 inh = PP1-alpha (human) inhibition in PP5 counter-screen; purified PP1alpha, OMFP fluorescence; inhibition, % at 6.7 µM; actives 0.9% (n = 320,000);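 active = inhibition above the mean inhibition of all tested compounds plus 3 SD, computed separately for each screening campaign, cut at about 15% in these data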
ZTA DNA inh = blocks Epstein-Barr virus ZTA, an EBNA-1 counter-screen. P03206. ZTA-DNA binding, fluorescence polarization. inhibition, % at 11 µM. actives 0.15% (n = 320,000). AID 2234; in the data active = inhibition above about 33%
Target sequence (P03206 whole entry, looked up): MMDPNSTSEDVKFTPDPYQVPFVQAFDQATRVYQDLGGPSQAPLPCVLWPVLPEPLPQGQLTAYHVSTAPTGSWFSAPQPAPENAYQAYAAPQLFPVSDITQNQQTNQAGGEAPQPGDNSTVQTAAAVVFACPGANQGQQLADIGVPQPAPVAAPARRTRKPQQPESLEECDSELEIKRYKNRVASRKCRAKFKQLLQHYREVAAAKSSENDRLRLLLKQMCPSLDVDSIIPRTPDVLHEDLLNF
* hit, by the source's call; nt = not tested or not shown; & = joins results of further samples. A portion of the library; count on the stated rates, not on these rows.

Every second line gives: EBNA-1 inh	HCV core dimer	TPT1 inh	CTSL1 counter	PP5 primary	Efflux pump inh	PREPL inhibitor	PP1 inh	ZTA DNA inh
- COc1cc(CNc2ccc(N3CCOCC3)cc2)cc(Br)c1OC
→ -4	-6	-1	-1	1.6	-0.1	3	-3	11
- C/C(CC(=O)Nc1cccc(F)c1)=N\NC(=O)C(=O)NC1CCCCC1
→ -1	1	-3	-1	0.9	0.0	-9	0	-29
- C/C(=N\NC(=O)C(O)(c1ccccc1)c1ccccc1)c1ccc(C)o1
→ 2	-3	0	-2	0.5	0.5	2	0	-8
- COc1ccc(C2N(C(C)=O)CCN2S(=O)(=O)c2ccc(C)cc2)cc1 (stereo not given)
→ -8	-11	2	1	0.7	-0.1	8	-1	-9
- O=c1c2ccccc2c(C=Nc2ccccc2O)c(O)n1-c1nccs1
→ 10	0	0	1	2.9	0.0	2	-2	3
- COc1cc(OC)c2c(c1)OC(c1ccc(OC)c(OC)c1)C(O)C2=O (stereo not given)
→ -5	-2	-5	1	-0.7	-0.2	10	-7	-1
- O=C1c2oc3ccc(Cl)cc3c(=O)c2C(c2cccc(Br)c2)N1CCO (stereo not given)
→ -8	10	0	3	2.4	0.1	-6	3	5
- COc1ccccc1-n1nc(C)c(-c2ccccc2)c1N
→ 2	-1	0	-1	-0.2	-0.1	2	1	-11
- Fc1ccccc1N1CCN(Cc2cccnc2)CC1
→ -7	-4	0	-3	0.0	0.2	6	1	-17
- O=C1CCC(C(=O)N2CCc3ccccc3C2)CN1CCCN1CCOCC1 (stereo not given)
→ -3	-14	-2	2	2.2	-0.1	11	-4	-8
- COc1ccccc1/C=C1\SC(=S)N(CC(=O)Nc2nnc(C)s2)C1=O
→ -6	-1	2	6	-1.9	0.1	3	-1	4
- CCN1C(C(=O)c2ccccc2)=C(Nc2ccccc2C)c2ccccc2S1(=O)=O
→ -9	5	-3	-2	3.9	0.1	-7	5	-25
- CCOc1ccc(S(=O)(=O)Nc2cccc(C(=O)NCCCN3CCCC3=O)c2)cc1
→ nt	nt	nt	nt	-0.2	-0.3	-1	-4	13
- CCC(C)(C)C(=O)Nc1ncc(S(=O)(=O)c2ccc([N+](=O)[O-])cc2)s1
→ -2	9	-2	-1	4.2	-0.1	4	1	-11
- Cc1cc(C)c(COCc2cc(/C=N/O)c(C)cc2C)cc1/C=N/O
→ 1	4	-3	5	3.2	0.0	17	-1	-19
- NNC(=O)CNC(c1ccccc1)c1cc(Br)ccc1NC(=O)c1cccc(Cl)c1 (stereo not given)
→ 2	4	3	0	2.1	-0.1	-13	5	12
- COc1cccc(-c2nn3c(-c4cc(C)[nH]n4)nnc3s2)c1
→ -7	3	-4	-3	2.5	0.0	-6	4	-17
- Cc1cccc2cc(CN(Cc3nnnn3Cc3ccco3)C3CCCC3)c3nnnn3c12
→ -17	20	-4	6	6.3	0.1	-4	6	4
- CCCc1c(C(=O)Nc2cc(C(C)(C)C)on2)cnn1-c1ccccc1
→ -1	4	0	3	2.6	0.0	5	3	8
- CS(=O)(=O)N(CC(=O)NC1CC1)C1CCCCC1
→ 4	-4	2	-3	3.3	0.3	12	5	-10
- S=C(c1ccc(-c2ccc(Br)cc2)o1)N1CCOCC1
→ -1	-1	-1	2	-0.4	0.0	-7	-1	2
- CCN(CC)c1ccc(S(=O)(=O)N2CCOCC2)cc1NC(=O)CSc1nncn1C
→ nt	nt	nt	nt	4.2	0.2	8	-6	-7
- Fc1ccc(C2=NOC(c3nnc(-c4ccccc4)o3)C2)cc1 (stereo not given)
→ -4	-16	-3	6	2.0	-0.2	5	2	-7
- COc1ccc(CNC(=O)C2CCCN(S(=O)(=O)c3cnc[nH]3)C2)cc1 (stereo not given)
→ 10	-4	0	4	4.8	-0.2	15	2	-6
- C[N+]1(C)CCCC(OC(=O)C(O)(c2ccccc2)c2ccccc2)C1 (stereo not given)
→ 6	0	0	0	3.2	0.3	11	-4	-14
- O=C(CCCOc1ccc(Cl)cc1Cl)N1CCN(c2ccccn2)CC1
→ -18	4	0	-2	5.1	0.1	8	4	-14
- O=C(C1CCN(S(=O)(=O)c2cccnc2)CC1)N1CCCCC1
→ 4	1	-3	2	2.0	-0.1	16	-2	-18
- Cc1cccn2c(=O)c3cc(C(=O)NCc4cccnc4)c(=N)n(CC4CCCO4)c3nc12 (stereo not given)
→ -11	-14	-4	4	1.2	0.0	27	1	-9
- Cc1ccc(CN2C(=O)S/C(=C\c3ccccc3OCC(=O)O)C2=O)cc1
→ 2	8	-1	1	-1.4	-0.1	0	1	16
- C=CCc1cccc(C=Nc2cccn3cc(-c4ccccc4)nc23)c1O
→ -12	-16	-14	2	3.3	0.0	-3	0	7

More structures
Every second line gives: EBNA-1 inh	HCV core dimer	TPT1 inh	CTSL1 counter	PP5 primary	Efflux pump inh	PREPL inhibitor	PP1 inh	ZTA DNA inh
- CCN1C(=O)C(CC(=O)Nc2ccc(OC)cc2)N(CCc2ccc(OC)cc2)C1=S (stereo not given)
→ -11	1	-1	7	6.1	-0.1	36	0	1
- CCN(CC)S(=O)(=O)c1ccc(C(=O)N(c2ccc(C)cc2)C2C=CS(=O)(=O)C2)cc1 (stereo not given)
→ 3	-1	1	-1	1.5	0.2	14	-1	1
- COc1ccc(OC)c(N2C(=O)CC(Cc3ccc(C)cc3)C2=O)c1 (stereo not given)
→ -3	-2	-1	-1	1.4	0.0	11	1	-10
- O=C(Nc1ccccn1)c1ccc(Cl)c(S(=O)(=O)N2CCOCC2)c1
→ -7	-1	-4	-1	1.0	-0.5	6	-1	-14
- CC(=O)OCC(OC(C)=O)C(OC(C)=O)C(OC(C)=O)C(=O)Nc1ccc(C)cc1C (stereo not given)
→ 3	5	4	-4	1.9	-0.1	1	-1	14
- O=C(Nc1ccc(Cl)cc1)Nc1ccon1
→ -6	-4	3	1	1.7	0.1	-21	-4	-15
- Cc1ccc(-c2csc(NC(=O)CN3CCOCC3)n2)cc1C
→ 4	3	-3	3	0.3	-0.1	-7	0	-4
- COc1ccccc1C(=O)NCCC(=O)N1CCN(C(C)=O)CC1
→ -5	0	0	-1	-1.7	-0.1	-7	-3	-5
- CC(C)(C)c1cc(C(=O)N/N=C/c2ccc(O)cc2)n(-c2ccccc2)n1
→ 8	3	3	2	0.9	0.0	10	2	20
- O=C(CSc1nnc(-c2cccs2)o1)N1CCc2ccccc21
→ -4	-1	2	-4	3.5	0.2	-18	2	14
- Cc1cccc(C)c1NC(=O)CN
→ -9	0	-5	-1	1.5	-0.1	2	7	-2
- OCC1CCCN(C2CCN(Cc3nc(Cc4cccc(C(F)(F)F)c4)no3)CC2)C1 (stereo not given)
→ -1	-3	-2	0	0.9	-0.2	11	-2	-6
- CCOC(=O)N1CCN(C(=O)c2cc3cc(F)ccc3[nH]2)CC1
→ 0	-2	-3	-6	0.5	-0.1	33	3	-8
- CN(C)c1cc2c(c(N(C)C)c1)C(=O)c1ccccc1C2=O
→ 12	-48	-1	1	2.0	0.1	2	-1	11
- O=C(NCCCNC(=O)c1ccc(Cl)cc1Cl)c1cnccn1
→ -8	1	-3	-4	-0.6	0.0	4	-2	-14
- O=C(Nc1nnc(SCc2ccc(F)cc2)s1)C1=COCCO1
→ nt	nt	nt	nt	1.9	-0.1	26	-5	2
- Cc1cc(C)c(S(=O)(=O)Cc2ccccc2)c(OC(C)C)n1
→ -2	1	1	-7	-1.0	0.0	-3	-2	-3
- c1ccc2c(c1)oc1c(NCCCN3CCOCC3)ncnc12
→ 0	-1	0	1	0.4	-0.1	7	2	2
- O=C(Nc1ccc(N2CCCC2)cc1)c1cccc(F)c1
→ 1	-5	4	3	-1.2	0.0	30	5	12
- CC(NC(=O)c1ccc([N+](=O)[O-])o1)C12CC3CC(CC(C3)C1)C2 (stereo not given)
→ -14	-5	1	0	-3.9	0.4	-7	-12	-3
- CCCC(=O)Nc1nn(CCC)c2nc3ccccc3cc12
→ -6	-4	7	2	1.8	0.1	0	-11	3
- Cc1ccc(-c2csc(N=C(N)N)n2)cc1
→ -3	2	-1	5	-0.3	0.1	12	-2	4
- O=[N+]([O-])c1ccc(Cn2cc(-c3cccc(C(F)(F)F)c3)nn2)cc1
→ 10	-2	-4	-2	7.9	0.1	15	7	-20
- Cc1noc(C)c1CN(C(=S)NC(C)C)c1ccccc1
→ -2	-12	-2	-2	0.3	-0.1	11	1	-11
- CCOc1cc(C(=O)OC(C)C(=O)Nc2ncc(Cl)cc2Cl)ccc1OCC(=O)N1CCOCC1 (stereo not given)
→ 8	-16	-1	-8	-0.4	-0.2	18	1	-9
- Cc1cccc(CS(=O)(=O)c2ncc(CO)n2C)c1
→ -14	-2	-4	-1	0.2	0.3	-2	-2	7
- C=CCN1C(=O)N(c2ccc(Cl)cc2)C(=O)C1CC(=O)Nc1ccc(F)cc1 (stereo not given)
→ -14	-1	3	4	0.9	0.1	6	-6	11
- Fc1ccc(C2C3=C(Nc4ncnn42)c2ccccc2OC3c2ccncc2)cc1 (stereo not given)
→ -15	0	0	1	4.2	-0.1	-3	2	-20
- CCOC(=O)c1c(NC(=O)CSc2nc3c(c(=O)n(C)c(=O)n3C)n2C(C)C)sc(C)c1C
→ -11	-3	1	1	-1.3	0.0	5	-3	-2
- O=C1CC2(CCN(C(=O)c3ccccc3Br)CC2)Oc2ccccc21
→ 8	3	-2	-4	1.0	-0.1	27	-5	15

(next part)
Every second line gives: EBNA-1 inh	HCV core dimer	TPT1 inh	CTSL1 counter	PP5 primary	Efflux pump inh	PREPL inhibitor	PP1 inh	ZTA DNA inh
- Cc1cc(C(=O)COC(=O)c2ccc(O)cc2)c(C)n1-c1ccccc1F
→ -24	6	1	3	0.7	0.1	0	-2	-11
- O=C1C=C(NCCNc2c(F)c(F)c(CO)c(F)c2F)CCC1
→ 3	0	-10	-4	0.6	0.0	12	5	-3
- COC(=O)C1=C(C)NC(C)=C(C(=O)OC)C1C1CC=CCC1 (stereo not given)
→ -1	-19	1	1	2.6	0.3	9	3	5
- O=C(NCCCN1CCCC1=O)C1CCC(CNS(=O)(=O)c2ccc(Cl)cc2)CC1 (stereo not given)
→ -26	-5	-1	-1	1.5	0.1	17	4	11
- O=C1CC(c2ccc(F)cc2)CC2=C1C=Nc1ccccc1N2 (stereo not given)
→ 11	2	0	4	0.8	0.1	-23	0	7
- CN1CCc2c(c3c(n2C)CCN(C)[C@@H]3c2cccnc2)[C@H]1c1cccnc1
→ -2&-8	-5&1	1&-2	-4&0	-1.0&2.1	0.0&0.2	2&0	-4&1	-10&8
- CSc1ncccc1C(=O)OCC(=O)c1ccc(Br)s1
→ 5	-20	-2	4	6.2	-0.2	13	2	-16
- COc1ccc(S(=O)(=O)N2CCCC(C(=O)N3CCOCC3)C2)cc1C (stereo not given)
→ -7	-8	-4	-3	4.3	0.0	19	-1	-40
- Cc1ccc(S(=O)(=O)N2CCN(C(=O)CN3C(=O)c4ccc([N+](=O)[O-])cc4C3=O)CC2)cc1C
→ nt	nt	nt	nt	0.4	0.1	4	0	0
- Cc1n[nH]c(C)c1S(=O)(=O)N1CCCC(C(=O)N2CCN(c3ccc(Cl)cc3)CC2)C1 (stereo not given)
→ 3	-6	-3	1	2.1	-0.1	36	0	12
- COc1cccc(NC(=O)c2ccc(N3C(=O)C4CCC(C)CC4C3=O)cc2)c1 (stereo not given)
→ 6	-2	2	0	0.7	-0.1	12	-2	1

Reformatted: results already given
smiles	EBNA-1 inh	HCV core dimer	TPT1 inh	CTSL1 counter	PP5 primary	Efflux pump inh	PREPL inhibitor	PP1 inh	ZTA DNA inh
O=C1C=C(NCCNc2c(F)c(F)c(CO)c(F)c2F)CCC1	3	0	-10	-4	0.6	0.0	12	5	-3
COC(=O)C1=C(C)NC(C)=C(C(=O)OC)C1C1CC=CCC1 (stereo not given)	-1	-19	1	1	2.6	0.3	9	3	5
